FUS yeast rescue: rescues growth of FUS-expressing yeast; S. cerevisiae FUS-expressing, growth rescue, OD600, 24 h; Potency, µM (highest dose often 76.6 µM), inactives show at the highest dose growth rescue (activation), actives largely listed as activators; 0.24% of 390,000 active; AID 1347120;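 also: potency is read from the fitted curve at half-maximal effect; plate controls were DMSO vehicle for no effect and reference control for full effect; nearly all actives have a fitted effect of over 55% in size; some results filed as inactive show a strong effect at the top dose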
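Galactose (2%) drives FUS expression in yeast precultured in raffinose; seeding density OD 0.005. Test compounds incubated 24hr at 30C and 99% humidity before absorbance at 600 nm was measured.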
PTHR1 ag: agonists of human PTHR1 parathyroid hormone receptor; Q03431; Potency, µM (titrated, usually from 115 µM), for inactives: at the highest dose activation, usual class: activators; 0.075% of 410,000 active; HEK293 GP2 PTHR1 cells, GloSensor cAMP luminescence, 1 h; AID 743266; also: potency is read from the fitted curve at half-maximal effect; nearly all actives have a fitted effect of over 55% in size; some results filed as inactive show a strong effect at the top dose; inactives centre near -15; many of its hits are not listed in these tables
Target sequence (Q03431 whole entry, looked up): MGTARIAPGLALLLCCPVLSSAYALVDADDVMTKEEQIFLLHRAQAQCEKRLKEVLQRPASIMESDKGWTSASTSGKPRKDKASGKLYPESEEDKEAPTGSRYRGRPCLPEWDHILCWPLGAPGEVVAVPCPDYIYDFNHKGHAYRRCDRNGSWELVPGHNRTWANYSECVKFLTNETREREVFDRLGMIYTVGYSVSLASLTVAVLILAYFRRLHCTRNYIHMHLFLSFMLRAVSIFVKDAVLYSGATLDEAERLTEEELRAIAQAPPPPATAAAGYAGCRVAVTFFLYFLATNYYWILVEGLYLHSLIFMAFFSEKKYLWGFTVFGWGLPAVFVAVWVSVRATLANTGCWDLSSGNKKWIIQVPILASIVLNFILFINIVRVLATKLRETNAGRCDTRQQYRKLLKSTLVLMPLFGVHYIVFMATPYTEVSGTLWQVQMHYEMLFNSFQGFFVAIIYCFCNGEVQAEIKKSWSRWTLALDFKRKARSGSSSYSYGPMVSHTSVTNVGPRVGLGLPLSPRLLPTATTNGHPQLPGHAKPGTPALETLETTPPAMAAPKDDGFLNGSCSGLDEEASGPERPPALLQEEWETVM
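HEK-293-derived GP2 cells expressing PTHR1 and a GloSensor cAMP reporter, 3,000/well, plated overnight, given luciferin plus IBMX (each 0.5 mM as added) for 1 h at 37 °C, then compound for 1 h at 37 °C. Luminescence was read after 15 min at room temperature.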
GLP1R inv ag: inverse agonists of human GLP-1 receptor; P43220; HEK293 GLP-1R CRE-luciferase, luminescence, 24 h; GLP-1R form is constitutively active; Potency, µM (top dose mostly 38.3 µM), for inactives: at the top dose activity change, negative = inhibition, usual class: inhibitors; 1.6% of 410,000 active; also: potency is read from the fitted curve at half-maximal effect; % is scaled to controls: 0 for no effect and ±100 for the full control effect; nearly all actives have a fitted effect of over 55% in size
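Using stably transfected HEK293 (constitutively active GLP-1R, cAMP-luciferase reporter), compounds were incubated 24 hr and luciferase measured by luminescence.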
D3 antag: blocks the human D3 dopamine receptor | P35462 | D3R cells, DiscoveRx beta-arrestin luminescence, antagonist mode; hits give low values | max response, negative = inhibition, % | 2.5% of 360,000 active | AID 652054; in the data active = max response below about -50%; inconclusive = no clear call, values can overlap the other calls; also: % is scaled to controls: 0 for no effect and ±100 for the full control effect; mostly tested at two doses, the higher about 12 µM
Target sequence (P35462 whole entry, looked up): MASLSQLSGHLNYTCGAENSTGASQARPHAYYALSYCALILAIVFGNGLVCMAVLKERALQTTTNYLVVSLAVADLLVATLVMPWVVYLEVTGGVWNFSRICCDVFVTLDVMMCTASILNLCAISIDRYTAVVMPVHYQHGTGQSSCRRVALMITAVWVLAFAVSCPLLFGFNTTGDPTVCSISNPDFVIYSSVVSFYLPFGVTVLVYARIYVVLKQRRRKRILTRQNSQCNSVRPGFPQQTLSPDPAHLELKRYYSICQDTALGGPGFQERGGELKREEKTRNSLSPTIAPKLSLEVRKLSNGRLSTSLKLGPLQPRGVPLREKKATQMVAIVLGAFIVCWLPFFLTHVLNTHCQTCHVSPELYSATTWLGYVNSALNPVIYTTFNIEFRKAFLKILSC
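Cells plated overnight at 1500 cells/well, then exposed to library compounds with dopamine controls for 90 minutes at 37 degrees C. DiscoveRx reagent added for 30–60 minutes at room temperature; luminescence read, quantitative HTS format.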
Abeta yeast res: restores growth of yeast expressing A-beta42 peptide; 0.063% of 410,000 active; Potency, µM (doses to about 46.1 µM), inactives show at the top dose growth rescue, actives largely listed as activators; yeast expressing A-beta42, growth rescue, OD600, 48 h; response scale: 0% DMSO, 100% iron-clioquinol control; also: potency is read from the fitted curve at half-maximal effect; nearly all actives have a fitted effect of over 55% in size
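Growth rescue measured by 600 nm absorbance after 48 h yeast culture at 30 C with compound. Values normalized between DMSO and an equimolar ferric chloride plus clioquinol control.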
Akt phos inh: inhibitors of Akt phosphorylation. Neuro2A IGF-stimulated pAkt S473 HTRF, 20 min; hits give low values. activity change, % for hits at 50 µM. 0.32% of 360,000 active. AID 651550; in the data active = activity change below about -80%; inconclusive = mostly about -51% to -80%; also: % is scaled to controls: 0 for no effect and ±100 for the full control effect
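Single-point screen (50 µM final compound) in Neuro2A cells stimulated 20 min with 6 nM IGF at 37 deg C. After lysis, Ser473-phosphorylated Akt read by HTRF (ex 330 nm, em 615/665 nm) as the 665/615 ratio.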
GLP1R ag: agonists of human GLP-1 receptor; P43220; HEK293 GLP-1R CRE-luciferase, luminescence, 4-6 h; cells express a hypersensitive GLP-1R form; Potency, µM (top dose mostly 45.6 µM), inactives show at the top dose activation, hits mostly activators; 0.007% of 380,000 active; also: potency is read from the fitted curve at half-maximal effect; % of control where 0% means no effect
TDP-43 yeast inh: rescues yeast growth from TDP-43 toxicity; TDP-43 expressing yeast growth rescue, BacTiter-Glo, 24 h; Potency, µM (titrated, usually from 46.1 µM), for the others: at the highest dose growth rescue (activation), usual class: activators; 1.8% of 410,000 active; also: potency is read from the fitted curve at half-maximal effect; % of control where 0% means no effect; nearly all actives have a fitted effect of over 50% in size
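Luminescence from BacTiter-Glo reports growth of TDP-43-expressing yeast after 24 hr at 30 deg C with compound. Cells were raffinose-pregrown to mid-log, then seeded in galactose medium at OD600=0.02.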
aSyn yeast inh: rescues yeast growth from alpha-synuclein toxicity | 0.14% of 370,000 active | Potency, µM (series often up to 46.1 µM), for inactives: top-dose growth rescue (activation), actives largely listed as activators | AID 652106 | Yeast expressing alpha-synuclein, growth rescue, BacTiter-Glo, 24 h; also: potency is read from the fitted curve at half-maximal effect; % of control where 0% means no effect; nearly all actives have a fitted effect of over 65% in size
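Screening used galactose-induced yeast with toxic alpha-synuclein levels, exposed to compound for 24 hr at 30 deg C. Cell growth, read with BacTiter-Glo luminescence, gave the measured signal.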
* hit, by the source's call; i = inactive; ? = inconclusive; . = not tested or not shown; [ ] = dose if it differs, or a comment. Unless noted, calls follow the shape of the dose curve; as a rule, active = well fitted curve in the direction sought with a large enough effect; inconclusive = small, poorly fitted or top-dose-only effect, or another doubt; inactive = no such curve, though single readings can be large; an effect the other way counts as inactive or inconclusive. The list is partial. The share of hits here may be higher or lower than overall.

Screens in order – FUS yeast rescue | PTHR1 ag | GLP1R inv ag | D3 antag | Abeta yeast res | Akt phos inh | GLP1R ag | TDP-43 yeast inh | aSyn yeast inh
1	CC(=O)N(C(C)=O)c1ccc2nc(C)[nH]c(=O)c2c1
→ 20.8% | -23.8%[57.5 µM] | 55.1%[activator] | 7.1 | 26.3% | i | -0.3% | -4.1% | -2.9%
2	Cc1ccc(N(CC(=O)NCC2CCCO2)C(=O)CCC(=O)Nc2cc(C)on2)cc1 (configuration not stated)
→ 4.0% | -10.9% | 10.5% | -0.9 | -6.5% | i | 8.9% | 3.3% | 0.5%
3	O=C(Oc1cccc(Cl)c1)N1CCOCC1
→ -1.0% | i | -5.2% | 17.2 | 22.9% | i | 0.4% | 15.0% | 4.1%
4	CCN(CC(=O)NCc1cccs1)c1ccc(S(=O)(=O)N2CCOCC2)cn1
→ 53.0% | -24.3% | 13.9% | -5.0 | -2.9% | i | 1.1% | 7.7% | -7.0%
5	Cc1cc(C)nc(Sc2ccc3nnc(C(F)(F)C(F)(F)C(F)(F)F)n3n2)n1
→ 32.7% | i | 10.2% | -5.8 | -9.7% | i | -1.1% | 7.6% | 3.6%
6	CCn1cc(CCC(=O)NC(C)c2ccccc2)c2ccccc21 (configuration not stated)
→ -1.2% | -12.1% | ? | -54.6* | -6.3% | i | 2.3% | 8.0% | -0.9%
7	O=C(CN1C(=O)c2ccccc2S1(=O)=O)Nc1ccc(S(=O)(=O)N2CCCCC2)cc1
→ 23.6% | i | -16.0% | -4.0 | 20.1% | i | -10.1% | 11.9% | 5.6%
8	O=C(c1ccc2c(c1)OCO2)C1CCCN(C2CCN(CCc3ccccc3)CC2)C1 (configuration not stated)
→ 5.2% | -34.0%[inhibitor] | ? | -84.2* | 12.2% | i | 10.8% | -9.0%[9.22 µM] | 3.6%
9	CC(=O)N1CC2(c3ccccc3)CN(C(C)=O)CC(c3ccccc3)(C1)C2=O
→ 6.6% | -20.4% | -13.4% | -14.3 | -13.9% | i | -1.0% | -25.1% | -6.0%
10	Cn1cc(CN2CCCC(C(=O)c3ccc(-c4ccccc4)c(F)c3)C2)cn1 (configuration not stated)
→ 17.2% | i | ? | -4.0 | -21.4% | i | 7.0% | -13.7% | 21.4%
11	Cc1ccc(S(=O)(=O)N2CCC(C(=O)NCCC3=CCCCC3)CC2)c(C)c1
→ 25.6% | -23.0% | ? | 4.1 | 28.0% | i | -3.0% | ? | 13.5%
12	Cc1ccc(OCCn2cnc3ccccc3c2=O)c([N+](=O)[O-])c1
→ 17.0% | -18.2% | 68.7%[activator] | 0.4 | 16.5% | i | 1.5% | 19.7% | 0.5%
13	O=C(CNC(=O)c1cccc(F)c1)OCC(=O)N1CCCCC1
→ -4.2% | -9.5% | 23.6% | -11.9 | -9.1% | i | -2.4% | 3.2% | -6.9%
14	O=C1CC(C(=O)Nc2ccc(Br)cc2)S/C(=N\N=C\c2ccco2)N1 (configuration not stated)
→ 17.8% | -9.1% | -18.4% | -13.5 | 11.2% | i | -2.1% | 12.8% | 7.3%
15	O=C(c1ccccc1)c1cncc(Br)c1
→ 1.7% | -2.4% | -24.6% | 17.7 | -13.7% | i | 11.8% | 12.1% | -0.4%
16	CC(=O)NC1=NN(C(C)=O)C(c2ccc(C)cc2)S1 (configuration not stated)
→ 3.0% | -13.8% | -5.8%[0.307 µM] | -13.8 | 18.9% | i | -7.2% | 1.1% | 10.8%
17	O=C(Cc1ccccc1)Nc1ccc(NC(=O)c2ccco2)cc1Cl
→ -3.5% | i | 0.0% | 0.9 | 11.9% | i | 22.5% | -3.2% | -5.8%
18	CC(=O)C1=C(O)C(=O)N(c2ccc(O)cc2)C1c1cccc([N+](=O)[O-])c1 (configuration not stated)
→ -17.2% | -22.2% | -0.3% | -15.4 | -10.8% | i | -4.6% | 2.0% | 0.2%
19	Cc1ccnc(SCCn2c(N3CCN(Cc4ccccc4)CC3)nc3c2c(=O)[nH]c(=O)n3C)n1
→ -9.4% | -22.8% | 3.3% | -26.4 | -4.0% | i | -5.6% | 8.3% | -1.5%
20	Cc1ccc(N(CC(=O)Nc2c(C)n(C)n(-c3ccccc3)c2=O)S(C)(=O)=O)c(C)c1
→ -2.4% | -6.7% | 3.8% | -3.9 | 4.3% | i | 6.2% | 4.7% | 0.4%

Next part:
Screens in order – FUS yeast rescue | PTHR1 ag | GLP1R inv ag | D3 antag | Abeta yeast res | Akt phos inh | GLP1R ag | TDP-43 yeast inh | aSyn yeast inh
21	COc1ccccc1NC(=O)c1sc2cccc(Cl)c2c1Cl
→ -5.6% | -41.2% | 7.6% | . | -4.4% | . | . | 2.3% | .
22	C=CCON1C(=O)C(=O)N(OCC=C)[C@H]2CCCC[C@H]21
→ -0.9% | i | 1.4% | 17.0 | 3.2% | i | 0.3% | 10.0% | 1.7%
23	COc1cc(C(=O)OCC(=O)c2cc(C)n(CC3CCCO3)c2C)cc(OC)c1C (configuration not stated)
→ 16.2% | -12.5% | ? | -2.0 | 1.8% | i | 5.7% | 16.5% | 1.7%
24	CC[N+](C)(CC)CCC/C(=N/O)C(O)(c1ccccc1)c1ccccc1
→ -4.3% | i | 10.0% | 2.2 | -10.5% | i | 3.4% | -7.8% | -0.9%
25	Cc1ccc(S(=O)(=O)N(C)CC(=O)Nc2ccccc2N2CCCC2)cc1
→ 0.8% | -28.7% | -55.6% | 20.7 | 4.6% | i | -0.2% | 20.9% | 1.1%
26	COc1cc2c(=O)n(CC3CCCO3)c(=O)n(CC(=O)Nc3cccc(Cl)c3)c2cc1OC (configuration not stated)
→ -13.3% | i | ? | 21.5 | -6.7%[9.22 µM] | i | 5.1% | -2.0% | -2.5%
27	Cc1ccc(S(=O)(=O)CCSc2cccc(C(=O)O)c2)cc1
→ 14.5% | -16.9% | 17.7% | 6.8 | 1.2% | i | -1.4% | 24.4% | 2.1%
28	COc1cc(C(=O)NCc2ccco2)c(Br)c(OC)c1OC
→ -0.9% | ? | -5.5% | 9.5 | -4.9% | i | -0.4% | -7.2% | -1.2%
29	CC(C)(C)NC(=O)c1ccccc1NC(=O)c1ccc2c(c1)OCO2
→ 6.1% | -11.3% | 1.0% | ? | ? | i | -1.0% | . | -5.6%
30	CCCn1nc(C(=O)Nc2cccc(C(=O)OC)c2)c2ccccc2c1=O
→ 26.3% | -4.1% | ? | 43.9 | -14.1% | i | 12.4% | 0.0% | 4.3%
31	O=C(c1ccc(C(F)(F)F)cc1)c1c[nH]c(C(=O)NCCCn2ccnc2)c1
→ 22.1% | i | 0.0% | -28.3 | -1.7% | i | 1.2% | 9.9% | 0.0%
32	NC(=O)C1CCN(C(=O)c2ccccc2CCc2ccccc2)CC1
→ -9.6% | -53.0%[inhibitor] | -17.3% | -7.5 | 13.2% | i | -1.1% | -9.0% | 2.2%
33	Cc1ccc(NC(=O)N2CCCC2C(=O)Nc2ccc3c(c2)OCO3)cc1 (configuration not stated)
→ -19.5% | i | -2.4% | 7.5 | -9.2% | i | 4.7% | -9.7% | 0.5%
34	CC1CCC2(CC1)NC(=O)N(CC(=O)NC1CCCCC1C)C2=O (configuration not stated)
→ . | i | 6.4% | 13.2 | 1.5% | i | -12.3% | 12.1% | 4.5%
35	COc1ccccc1N1CCN(C(=O)c2noc(C)c2[N+](=O)[O-])CC1
→ 15.9% | ? | -9.7% | -6.3 | -3.4% | i | -5.0% | 23.8% | 9.8%
36	Nc1cc(N)nc(SCC(=O)Nc2ccc3c(c2)OCO3)n1
→ -38.2% | i | 46.3%[activator] | -1.6 | -6.7% | i | 13.3% | -16.1% | -3.4%
37	Cc1ccc(-n2ncc(C(=O)NCCc3ccccc3)c2C2CCN(C(=O)OC(C)(C)C)CC2)c(C)c1
→ ? | i | ? | . | ? | . | . | 17.5% | .
38	COc1cccc(-c2cnc(C(O)c3ccccc3)[nH]2)c1 (configuration not stated)
→ -17.9% | i | -18.6% | 0.0 | 0.2% | i | -0.2% | 19.8% | -3.2%
39	O=C(COC(=O)c1ccc(NS(=O)(=O)c2ccc3c(c2)OCCO3)cc1)NC1CC1
→ 44.8% | -11.9%[57.5 µM] | 34.5%[activator] | 30.9 | -4.2% | i | 1.7% | -1.1% | 0.0%
40	O[C@H]1COC2C1OC[C@@H]2O (some centres not stated)
→ -33.4% | i | 2.6% | 23.7 | -12.5% | i | -2.6% | 12.4% | 0.5%

The final three compounds of the section above are carried over, then new ones follow.
Screens in order – FUS yeast rescue | PTHR1 ag | GLP1R inv ag | D3 antag | Abeta yeast res | Akt phos inh | GLP1R ag | TDP-43 yeast inh | aSyn yeast inh
38	COc1cccc(-c2cnc(C(O)c3ccccc3)[nH]2)c1 (configuration not stated)
→ -17.9% | i | -18.6% | 0.0 | 0.2% | i | -0.2% | 19.8% | -3.2%
39	O=C(COC(=O)c1ccc(NS(=O)(=O)c2ccc3c(c2)OCCO3)cc1)NC1CC1
→ 44.8% | -11.9%[57.5 µM] | 34.5%[activator] | 30.9 | -4.2% | i | 1.7% | -1.1% | 0.0%
40	O[C@H]1COC2C1OC[C@@H]2O (some centres not stated)
→ -33.4% | i | 2.6% | 23.7 | -12.5% | i | -2.6% | 12.4% | 0.5%
41	CC(NS(=O)(=O)c1ccccc1)C(=O)Nc1nccs1 (configuration not stated)
→ 22.7% | -13.3% | 1.7% | ? | 10.3% | i | -10.4% | 9.5% | -2.8%
42	Oc1c(CN2CCOCC2)ccc(CN2CCOCC2)c1O
→ 30.9% | i | 6.8% | 12.9 | -1.9% | i | -0.9% | -4.2% | -3.2%
43	CCOC(=O)C(CCCCP(=O)(c1ccccc1)c1ccccc1)(NC(C)=O)C(=O)OCC
→ 17.6% | i | 9.9% | 4.5 | 15.8% | i | 12.7% | -15.6% | -2.4%
44	CC(=O)Nc1ccc(-c2csc(NC(=O)C3=COCCO3)n2)cc1
→ 16.8% | i | 12.3% | 19.9 | 4.6% | i | 26.8% | 9.8% | 1.4%
